Screening results deposited in PubChem by several laboratories.
PPARg SRC-1 ag – PPARgamma agonists recruiting SRC-1 coactivator, primary screen, biochemical | Peroxisome proliferator-activated receptor gamma (Homo sapiens), P37231 | PPARgamma-SRC-1 coactivator recruitment biochemical assay | activation, % at 8 µM | hit rate 0.41% among 200,000; in the data active = activation above about 19%;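 also: 0% = DMSO and 100% = reference agonist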
Target sequence (P37231 whole entry, looked up): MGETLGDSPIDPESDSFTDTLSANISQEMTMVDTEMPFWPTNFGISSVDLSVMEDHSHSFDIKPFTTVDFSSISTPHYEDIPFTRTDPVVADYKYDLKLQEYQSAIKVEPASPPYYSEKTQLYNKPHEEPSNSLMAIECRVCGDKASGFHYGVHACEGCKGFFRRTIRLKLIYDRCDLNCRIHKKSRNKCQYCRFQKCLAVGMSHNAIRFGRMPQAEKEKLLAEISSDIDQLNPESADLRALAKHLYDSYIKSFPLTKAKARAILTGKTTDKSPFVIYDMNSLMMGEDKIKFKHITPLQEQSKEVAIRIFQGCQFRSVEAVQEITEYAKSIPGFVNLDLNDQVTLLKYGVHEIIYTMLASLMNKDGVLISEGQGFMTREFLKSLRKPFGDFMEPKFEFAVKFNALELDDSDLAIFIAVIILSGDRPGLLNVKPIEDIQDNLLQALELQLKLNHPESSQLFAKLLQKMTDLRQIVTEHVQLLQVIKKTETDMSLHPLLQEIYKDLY
TNAP act hiacc – TNAP activators at high phosphate acceptor level, primary screen, biochemical, luminescence, uHTS; Alkaline phosphatase, tissue-nonspecific isozyme (Homo sapiens), P05186; purified TNAP, CDP-star luminescence, 1 M DEA, 30 min; stronger effect = higher value; 0 = EDTA background, 1 = DMSO-only activity; activation factor at 20 µM; 200,000 tested, under 10 active;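 active = activation factor at least 2 at 20 µM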
Target sequence (P05186 whole entry, looked up): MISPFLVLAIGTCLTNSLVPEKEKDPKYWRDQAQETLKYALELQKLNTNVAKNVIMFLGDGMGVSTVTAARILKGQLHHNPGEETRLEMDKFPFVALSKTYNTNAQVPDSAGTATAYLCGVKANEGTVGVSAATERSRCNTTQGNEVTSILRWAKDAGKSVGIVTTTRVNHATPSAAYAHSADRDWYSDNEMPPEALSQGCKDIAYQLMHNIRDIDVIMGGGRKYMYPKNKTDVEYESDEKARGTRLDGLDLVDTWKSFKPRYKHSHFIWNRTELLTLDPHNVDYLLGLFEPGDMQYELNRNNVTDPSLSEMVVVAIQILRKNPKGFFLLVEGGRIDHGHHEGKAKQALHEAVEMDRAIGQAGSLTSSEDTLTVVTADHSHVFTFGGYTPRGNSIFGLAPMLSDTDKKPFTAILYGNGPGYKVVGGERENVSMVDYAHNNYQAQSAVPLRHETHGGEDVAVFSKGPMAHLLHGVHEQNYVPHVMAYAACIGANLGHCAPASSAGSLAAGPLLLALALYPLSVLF
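system = human TNAP | amount = enzyme diluted 1/800 final | reagent = 100 µM CDP-star substrate | signal = luminescent substrate turnover signal | dosing = one dose, 20 µM | benchmarks = EDTA negative control, DMSO positive control | measure = activation factor | timing = 30 min reaction, room temperature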
STAT3 blocker – IL-6 driven STAT3 reporter inhibitors, primary screen, U3A cells, luciferase, luminescence, MLSCN library. AID 862, 2007. inhibition, % at 5.5 µM. IL-6 STAT3-luciferase reporter; host cell line lacks STAT1. hit rate 0.89% among 190,000;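 active = inhibition above the mean inhibition across all screened compounds plus 3 SD, cut at about 44% in these data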;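 also: 0% = DMSO only wells and 100% = 100 µM nifuroxazide control wells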
PPARg SRC3 recr – PPARgamma agonists recruiting SRC-3 coactivator, primary screen, biochemical; Peroxisome proliferator-activated receptor gamma (Homo sapiens), P37231; biochemical PPARgamma/SRC-3 coactivator recruitment assay; activation, % at 8 µM; hit rate 0.26% among 200,000; AID 731, 2007; in the data active = activation above about 23%;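 also: 0% = DMSO and 100% = reference agonist; some compounds past the cut are filed as inactive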
ROMK mod – ROMK potassium channel modulators, primary screen, cell-based, thallium flux, MLSMR library | Tet-inducible ROMK, thallium flux fluorescence; actives lie on both sides | B-score at 10 µM | hit rate 2% among 130,000;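 active = signal ratio slope over the read window, or its plate-corrected B-score, at least 3 SD from the plate mean, either direction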;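 also: B-score of the F/F0 ratio slope over 7 to 12 s after thallium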
STAT3 activator – IL-6 driven STAT3 reporter potentiators, primary screen, U3A cells, luciferase, luminescence, MLSCN library. IL-6 STAT3-luciferase reporter; 100% = signal with IL-6 EC80 alone. hit rate 0.91% among 190,000. activation (% of control), % at 5.6 µM;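 active = activation above the screen-wide mean of compound activation plus 3 SD, cut at about 130% in these data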;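 also: 0% = background luminescence of wells with medium and substrate only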
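Material: human U3A cells carrying STAT3-luciferase construct. Measured by: reporter luminescence signal. Timing: compound 1 h, then IL-6 6 h at 37 °C.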
bIAP activator – bovine intestinal alkaline phosphatase activators, primary screen, biochemical, bovine IAP, CDP-star luminescence; purified bovine IAP, 30 min; stronger effect = higher value; fold of DMSO-control signal, blank-subtracted; activation factor at 20 µM; hit rate 0.17% among 200,000; AID 1016, 2008;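 active = activation factor of 2 or more at 20 µM, a signal rise over negative controls twice the positive control's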
bIAP inhibitor – bovine intestinal alkaline phosphatase inhibitors, primary screen, selectivity assay for TNAP inhibitor project, biochemical, bovine IAP, CDP-star luminescence; 190,000 tested, under 10 active; inhibition, % at 20 µM; purified bovine IAP, 30 min; AID 1019, 2008; alkaline phosphatase, intestinal [Bos taurus];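 active = over 50% inhibition of intestinal alkaline phosphatase at 20 µM in the single-dose screen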
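test system = bovine IAP enzyme | medium = DEA buffer 100 mM, pH 9.8, with MgCl2 1.0 mM, ZnCl2 0.02 mM | detection = luminescence | dosing = single compound dose of 20 µM, 2% DMSO final | incubation = 30 min reaction at room temperature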
PPARg SRC2 recr – agonists of PPARg-SRC-2 recruitment, primary screen, biochemical, HTS; PPARgamma LBD-SRC-2 recruitment; Peroxisome proliferator-activated receptor gamma (Homo sapiens), P37231; AID 1032, 2008; hit rate 0.34% among 200,000; activation, % at 8 µM; in the data active = activation above about 22%;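 also: 0% = vehicle and 100% = reference agonist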
STAT1 inh – STAT1 signaling inhibitors, primary screen, cell-based, HTS, luciferase reporter; NIH 3T3 STAT1-luciferase reporter, IFN-gamma, luminescence; inhibition, % at 5.5 µM; hit rate 0.35% among 200,000;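 active = inhibition above a set limit, the mean inhibition across all tested compounds plus 3 SD, cut at about 34% in these data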;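 also: 0% = IFN-gamma with DMSO and 100% = IFN-gamma with 300 µM nifuroxazide; values of inactives mirror those of a sister screen read the other way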
TR-FRET SRC-2 ct – TR-FRET signal artefacts, primary screen, artefact control for PPARgamma SRC-2 agonist project, biochemical | TR-FRET artefact counter-screen; stronger effect = higher value | TR-FRET ratio at 8 µM | hit rate 0.4% among 200,000 | AID 1049, 2008; in the data active = TR-FRET ratio above about 2000; also: inactives centre near 1500
* hit, by the source's call; . = no result given. Outcome played no part in choosing rows, and some 3.7% of all compounds hit somewhere here.

The opening two records, to show the layout:
SMILES	PPARg SRC-1 ag	TNAP act hiacc	STAT3 blocker	PPARg SRC3 recr	ROMK mod	STAT3 activator	bIAP activator	bIAP inhibitor	PPARg SRC2 recr	STAT1 inh	TR-FRET SRC-2 ct
CCCC12CN3CC(CCC)(CN(C1)C3C(O)C(O)C(O)CO)C2=O (centres undefined)	9	1	5	20	.	101	0.9	6	-1	-4	1645
O=C(CCN1C(=O)c2ccncc2C1=O)Nc1ccc(F)cc1	1	1	13	-3	0.63	93	0.9	15	6	6	1466

The listing, repeating the preview:
SMILES	PPARg SRC-1 ag	TNAP act hiacc	STAT3 blocker	PPARg SRC3 recr	ROMK mod	STAT3 activator	bIAP activator	bIAP inhibitor	PPARg SRC2 recr	STAT1 inh	TR-FRET SRC-2 ct
CCCC12CN3CC(CCC)(CN(C1)C3C(O)C(O)C(O)CO)C2=O (centres undefined)	9	1	5	20	.	101	0.9	6	-1	-4	1645
O=C(CCN1C(=O)c2ccncc2C1=O)Nc1ccc(F)cc1	1	1	13	-3	0.63	93	0.9	15	6	6	1466
CCOC(=O)c1sc2nc(C)nc(N3CCN(c4ncccn4)CC3)c2c1C	3	1	10	0	-0.22	95	1.1	-13	-1	-16	1504
CCn1c(SCC(=O)Nc2nc3ccccc3s2)nnc1-c1ccc(OC)cc1	4	1	7	14	0.38	96	1	-3	11	5	1573
COc1ccc2cc(C#N)c(NC(C)C)nc2c1	0	1	-8	14	.	108	1	5	12	-14	1584
O=C(Nc1nncs1)c1ccc(Br)c(S(=O)(=O)N2CCCC2)c1	-1	1	0	11	.	100	1	1	10	-3	1662
Cc1ccc(-c2nnn(CC(=O)N(CC(=O)NCC3CCCO3)c3ccc(F)c(Cl)c3)n2)o1 (centres undefined)	2	1	0	-9	-0.16	103	1.1	-5	8	5	1589
Cc1ccc(-n2c(Cc3cccs3)nnc2SCC(=O)Nc2ccc(S(N)(=O)=O)cc2)cc1	-1	1.1	1	9	.	101	1	2	-3	0	1541
COc1ccc(C2CC(c3ccccc3)Nc3nc(NC(=O)c4ccco4)nn32)cc1 (centres undefined)	7	1	10	-10	.	95	1.2	-24	-1	-4	1583
COc1cccc2c1OC1(C)CC2N(C(=O)c2ccco2)C(=S)N1c1ccc(F)cc1 (centres undefined)	2	1	-32	3	.	128	0.9	11	4	-23	1383
C/C(=N/Nc1nc(C)cc(-c2ccccc2)n1)c1ccco1	1	1	7	-11	-0.86	94	0.7	31	1	-7	1480
O=C(c1cccnc1)N(Cc1ccccc1)c1ccccc1	7	1	1	14	0.012	101	0.9	11	2	8	1458
Cc1cccc(/C=N/NC(=O)C2CCCNC2=O)c1 (centres undefined)	-9	1	-11	-2	0.63	111	1	-2	-4	0	1426
O=C(NNC(=O)c1ccco1)c1ccccc1	2	1	-4	1	.	106	0.9	8	1	-9	1524
COC(=O)c1nc2n(n1)C(c1ccc(OC)c(OC)c1)C(C(=O)OC1CCCCC1)=C(C)N2 (centres undefined)	-2	1	6	-7	-0.14	95	1	-4	5	3	1533
O=C(CCN1C(=O)c2ccccc2C1=O)NC(=S)Nc1cccc(Cl)c1	-6	1	20	-7	.	86	1	2	-5	0	1433
CN1CCN(C2=C(Cl)C(=O)N(CCc3ccccc3)C2=O)CC1	-3	1	18	1	-0.49	88	0.9	8	-2	-8	1516
O=c1cc(CSc2ccccc2)[nH]c(=S)[nH]1	-2	1	1	-2	.	101	1	-4	6	1	1488
CCCCNC(=S)NNC(=O)CCn1cc(C)cn1	8	1	2	3	-0.61	102	0.9	6	-8	-5	1476
COc1cccc(NC(=O)CN(c2cccc(F)c2)S(C)(=O)=O)c1	-4	1.1	6	-6	.	98	0.9	15	-4	-1	1496
Cc1ccc([N+](=O)[O-])cc1NC(=O)Cc1ccc(F)cc1	0	1	7	-3	0.015	96	1	2	4	5	1523
COC(=O)c1ccccc1NC(=O)CN1CCCCC1	8	1.1	10	4	0.78	96	0.9	14	8	-1	1599
C/C(=N\NS(=O)(=O)c1ccc(C)cc1)c1ccc(C)o1	6	1	10	4	-0.77	99	0.9	11	-1	4	1666
Cc1nn(Cc2c(F)c(F)c(F)c(F)c2F)c(C)c1NC(=O)c1ccc(COc2ccccc2Cl)o1	-2	1.1	16	4	.	89	1	1	-1	8	1453
COCCn1c(SCc2cnc(-c3ccccc3)s2)nnc1-c1ccncc1	-1	0.9	-1	-8	.	106	1	0	0	4	1494

Some of these compounds in order of length of the SMILES, rising.
SMILES	PPARg SRC-1 ag	TNAP act hiacc	STAT3 blocker	PPARg SRC3 recr	ROMK mod	STAT3 activator	bIAP activator	bIAP inhibitor	PPARg SRC2 recr	STAT1 inh	TR-FRET SRC-2 ct
COc1ccc2cc(C#N)c(NC(C)C)nc2c1	0	1	-8	14	.	108	1	5	12	-14	1584
O=C(c1cccnc1)N(Cc1ccccc1)c1ccccc1	7	1	1	14	0.012	101	0.9	11	2	8	1458
Cc1ccc([N+](=O)[O-])cc1NC(=O)Cc1ccc(F)cc1	0	1	7	-3	0.015	96	1	2	4	5	1523
COCCn1c(SCc2cnc(-c3ccccc3)s2)nnc1-c1ccncc1	-1	0.9	-1	-8	.	106	1	0	0	4	1494
O=C(CCN1C(=O)c2ccccc2C1=O)NC(=S)Nc1cccc(Cl)c1	-6	1	20	-7	.	86	1	2	-5	0	1433

Carrying on.
SMILES	PPARg SRC-1 ag	TNAP act hiacc	STAT3 blocker	PPARg SRC3 recr	ROMK mod	STAT3 activator	bIAP activator	bIAP inhibitor	PPARg SRC2 recr	STAT1 inh	TR-FRET SRC-2 ct
COc1ccc(-c2ccc(SCC(=O)Nc3cccc(C(C)=O)c3)nn2)cc1OC	4	1	-22	-4	0.34	123	1.1	-7	10	-5	1726
Cc1n[nH]c(C)c1S(=O)(=O)Nc1ccc2c(c1)OCCO2	9	1	15	5	.	91	0.8	15	-2	-9	1511
CCOCCCNC(=O)CC1Oc2ccc(C)cc2NC1=O (centres undefined)	1	1	4	2	.	97	1	-1	-3	4	1522
Cc1ccnc(NC(=O)CCCOc2cc(=O)n(C)c3ccccc23)c1	-7	1.1	38	-4	.	69	1	-2	-1	-15	1577
Cc1cccc(OCC(=O)O/N=C(\N)c2ccc(Cl)cc2)c1	4	1	14	-3	-0.042	93	1	-1	-4	-8	1499
CN1/C(=C\C(=O)COC(=O)c2ccc(O)c(O)c2)C(C)(C)c2ccccc21	1	0.9	6	-2	-0.83	96	1	0	8	11	1471
CSc1nnc(C)c(=O)[nH]1	0	0.9	1	-13	0.67	104	1	-2	2	-2	1550
CN(CCCC1CCCC1)C(=O)CCc1nnc(-c2ccccc2)o1	1	1	-4	4	-1.5	109	1.1	-8	3	-51	1461
COc1ccc(OCC(=O)NC(=S)NNC(=O)COc2ccc(Br)cc2Cl)cc1	-4	1	0	-3	0.97	110	1	-1	-6	-1	1311
COCCSc1ccccc1C(=O)Nc1ccc(Br)cc1	2	1	27	3	-0.13	83	0.9	5	7	1	1695
Cc1ccc(SCC(=O)NCc2cccnc2)cc1	1	1	3	11	0.76	101	1	4	10	2	1587
COc1ccc(CC(=O)NCc2n[nH]c(=S)n2-c2cccc(C)c2)cc1	3	1	-3	-1	1.6	104	0.9	9	-3	0	1341
CC(=O)Nc1cccc(-c2csc(Nc3cc(C)ccn3)n2)c1	-7	1.1	-4	-8	-0.13	110	1	2	-2	-58	1262
CCO[C@H]1OC(C(=O)N2CCCCCCC2)=C[C@@H](c2ccccc2)[C@@H]1CCCO	1	1.1	.	1	.	.	1.1	-8	3	-1	1654
CCCSc1nnc(NC(=O)c2nc(SC)ncc2Cl)s1	10	1.1	21	4	.	83	0.9	5	5	1	1418
COc1cccc(-n2nnc3c(=O)n(Cc4ccc(Br)cc4)cnc32)c1	-4	1	7	-3	-0.13	98	0.9	12	-5	0	1542
O=C(c1ccc2c(c1)OCO2)C1CCCN(C(=O)NCc2ccccc2)C1 (centres undefined)	3	1	2	2	-0.0024	103	0.9	7	8	4	1771
C[N+]1(CCCOC(=O)C2(c3ccccc3)CCCC2)CCOCC1	11	1.1	6	5	0.85	98	0.9	9	5	-3	1701
O=C(Cn1c(=O)n(CCCC(=O)NC2CCCC2)c(=O)c2ccccc21)NCCC1=CCCCC1	6	1	-2	-4	.	108	1	-2	7	-7	1528
CCOC(=O)c1c(C)[nH]c(C(=O)COC(=O)COc2ccc(OC)cc2)c1C	-4	1	9	2	.	90	1.1	-6	11	1	1693
COCCOC(=O)C1=C(C)NC(C)=C(C(=O)OC(C)C)C1c1cccc([N+](=O)[O-])c1 (centres undefined)	6	1	-2	-3	.	104	1.1	-8	3	0	1449
Cc1cc(NS(=O)(=O)c2cccs2)no1	-3	1.1	9	10	.	97	0.8	17	12	1	1621
COc1ccc(/C=C2\SC(=S)N(N3C(=O)CCC3=O)C2=O)cc1O	2	0.7	-2	2	0.059	103	1	-1	8	-10	1626
COC(=O)c1cc2oc3ccccc3c2n1Cc1ccccn1	2	1	-6	-4	-0.69	109	1	1	0	-3	1402
